Screening data (PubChem)
TRAIL sens C8 = viability loss with TRAIL in NB7+C8 cells, primary screen, TRAIL sensitizer project, cell-based, ATPlite luminescence | inhibition (viability loss, TRAIL sensitization), % at 10 µM | 360,000 tested, 1% active | AID 624354, 2012;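 active = compounds causing at least 50% loss of cell viability in the single-dose screen, relative to plate controls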
NOD2 RIPK2 PPI = NOD2-RIPK2 binding disruptors in cells, primary screen, fluorescence, CHO cells, BLA complementation; Receptor-interacting serine/threonine-protein kinase 2 (Homo sapiens), O43353; CCF4 ratio; inhibition, % at 4.98 µM; 360,000 tested, 0.38% active; in the data active = inhibition above about 21%;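 also: 0% = vehicle only and 100% = reference blocker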
COUP-TFII inh = NR2F2 transcriptional activity inhibitors, primary screen, cell-based, luciferase reporter, HEK293T, luminescence; COUP transcription factor 2 (Homo sapiens), P24468; HEK293T NGFI-A luciferase reporter; inhibition, % at 8.6 µM; 370,000 tested, 0.7% active; AID 686940, 2013;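 active = inhibition above a per-plate cutoff, mean inhibition of test wells between control levels plus 3 SD, cut at about 38% in these data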;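 also: cells cotransfected with COUP-TFII expression vector driving the NGFI-A reporter; 0% = median of COUP-TF2 test wells and 100% = reporter-only cells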
NR5A2 inv ag = LRH-1 (NR5A2) inverse agonists, primary screen, cell-based, luminescence, HEK293T, StAR-luciferase reporter | Nuclear receptor subfamily 5 group A member 2 (Homo sapiens), O00482 | LRH-1 transfected, 24 h | inhibition, % at 3.6 µM | 360,000 tested, 0.13% active | AID 602396, 2012;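 active = inhibition above the mean inhibition of all tested compounds plus 3 SD, cut at about 73% in these data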;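 also: 0% = DMSO wells and 100% = reporter-only cells lacking LRH-1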
TLR9-MyD88 inh = inhibitors of TLR9-MyD88 association in cells, primary screen, cell-based, CHO, BLA complementation, fluorescence; CCF4 FRET ratio; 340,000 tested, 0.21% active; inhibition, % at 4.98 µM;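 active = inhibition above the mean over all tested compounds plus 3 SD, cut at about 21% in these data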;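 also: 0% = DMSO only wells and 100% = clavulanate BLA inhibitor control wells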
TROY NFkB inh = inhibitors of TROY-driven NF-kB signaling, primary screen, Q293 LMP1-TROYcd cells, NF-kB luciferase, uHTS; inhibition, % at 10 µM; Q293 LMP1-TROYcd NF-kB luciferase reporter, 4 h; AID 1347056, 2019; 360,000 tested, 0.98% active;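 active = compounds whose plate-normalised and pattern-corrected inhibition of the luciferase reporter signal at the single screening dose is 50% or more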
EBV LMP1 NFkB = EBV LMP1-driven NF-kappaB luciferase reporter inhibitors, primary screen, cell-based, luminescence, single point | LMP1-induced NF-kappaB luciferase reporter cells | inhibition, % at 12.5 µM | 350,000 tested, 0.69% active | AID 504558, 2011; in the data active = inhibition above about 41%; inconclusive = no clear call, values can overlap the other calls;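 also: 0% = neutral control wells and 100% = reference inhibitor control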
NCOA3 inh = SRC3 coactivator transcriptional activity inhibitors, primary screen, cell-based, luminescence; Nuclear receptor coactivator 3 (Homo sapiens), Q9Y6Q9; HEK293 GAL4-SRC3 luciferase reporter; inhibition, % at 3.6 µM; 360,000 tested, 0.17% active; AID 588352, 2011;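 active = inhibition above a per-campaign cutoff, the mean of all compounds plus 3 SD, cut at about 60% in these data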;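 also: 0% = DMSO-treated cells and 100% = gossypol-treated cells at 36 µM; higher means less SRC3-driven luciferase light from the GAL4 reporter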
SRC2 inh = inhibition of GAL4-SRC2 driven luciferase reporter, primary screen, SRC2 inhibitor project, cell-based, luminescence; Nuclear receptor coactivator 2 (Homo sapiens), Q15596; HEK293 GAL4-SRC2 luciferase reporter; inhibition, % at 9 µM; 370,000 tested, 0.17% active;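 active = inhibition above the mean inhibition of all tested compounds plus 3 SD, set per campaign, cut at about 52% in these data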;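 also: 0% = DMSO treated cells and 100% = cells given Gossypol at 36 µM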
SRC1 inh = SRC1 coactivator transcriptional activity inhibitors, primary screen, cell-based, luminescence; HEK293 GAL4-SRC1 luciferase reporter; inhibition, % at 3.6 µM; 360,000 tested, 0.12% active; AID 588354, 2011;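 active = inhibition above the campaign mean plus 3 SD, with each screening campaign given its own cutoff, cut at about 60% in these data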;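 also: 0% = DMSO treated cells and 100% = gossypol at 36 µM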
Target sequence (Q15788 whole entry, looked up, the tested form may be a part): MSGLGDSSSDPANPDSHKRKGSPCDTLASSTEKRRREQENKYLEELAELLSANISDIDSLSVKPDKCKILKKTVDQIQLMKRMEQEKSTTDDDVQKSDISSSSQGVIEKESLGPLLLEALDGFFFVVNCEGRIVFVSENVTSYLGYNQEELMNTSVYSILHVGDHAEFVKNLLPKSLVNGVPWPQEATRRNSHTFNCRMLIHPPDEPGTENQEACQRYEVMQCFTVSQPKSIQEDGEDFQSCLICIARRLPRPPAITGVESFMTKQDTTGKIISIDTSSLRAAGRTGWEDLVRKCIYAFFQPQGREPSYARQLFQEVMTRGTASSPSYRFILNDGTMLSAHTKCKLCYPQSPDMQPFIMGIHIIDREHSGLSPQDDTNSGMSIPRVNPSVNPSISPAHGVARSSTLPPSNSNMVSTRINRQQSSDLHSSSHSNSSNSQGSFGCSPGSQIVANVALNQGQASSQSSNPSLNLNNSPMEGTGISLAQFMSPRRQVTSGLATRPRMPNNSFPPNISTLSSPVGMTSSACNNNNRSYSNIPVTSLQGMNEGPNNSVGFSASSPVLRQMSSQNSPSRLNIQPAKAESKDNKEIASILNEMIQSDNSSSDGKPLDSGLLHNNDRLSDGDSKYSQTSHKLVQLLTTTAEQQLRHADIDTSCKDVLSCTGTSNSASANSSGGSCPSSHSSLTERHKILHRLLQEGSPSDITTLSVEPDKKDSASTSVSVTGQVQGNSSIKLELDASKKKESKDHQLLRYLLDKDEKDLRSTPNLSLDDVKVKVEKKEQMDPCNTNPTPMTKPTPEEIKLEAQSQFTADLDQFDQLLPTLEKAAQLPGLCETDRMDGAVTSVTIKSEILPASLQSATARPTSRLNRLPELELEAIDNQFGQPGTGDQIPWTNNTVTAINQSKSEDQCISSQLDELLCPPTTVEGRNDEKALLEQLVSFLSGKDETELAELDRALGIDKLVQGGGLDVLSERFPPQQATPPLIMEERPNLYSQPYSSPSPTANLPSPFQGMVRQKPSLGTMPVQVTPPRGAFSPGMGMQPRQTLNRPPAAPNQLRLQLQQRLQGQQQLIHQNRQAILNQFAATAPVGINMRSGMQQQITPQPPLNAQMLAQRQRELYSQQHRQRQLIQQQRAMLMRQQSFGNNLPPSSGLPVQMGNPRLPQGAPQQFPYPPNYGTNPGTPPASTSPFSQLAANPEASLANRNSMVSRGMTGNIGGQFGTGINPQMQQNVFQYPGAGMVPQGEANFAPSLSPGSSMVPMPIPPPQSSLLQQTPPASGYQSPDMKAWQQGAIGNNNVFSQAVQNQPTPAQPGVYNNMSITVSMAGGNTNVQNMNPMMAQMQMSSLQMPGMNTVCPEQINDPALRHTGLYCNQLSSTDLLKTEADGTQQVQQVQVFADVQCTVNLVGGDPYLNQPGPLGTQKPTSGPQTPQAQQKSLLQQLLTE
Vif inh = HIV Vif self-association inhibitors, primary screen, imaging, HEK293T, single point. HEK293T cells, Vif self-association by quenched fluorescence, 24 h. inhibition, % at 7.49 µM. 340,000 tested, 0.35% active. AID 602346, 2012; in the data active = inhibition above about 50%, passing the limit was not always enough; inconclusive = no clear call, values can overlap the other calls; inactive = below about 31%; also: some results filed as inactive read as strong as hits
Active calls of the source: *; ? = inconclusive; . = not tested or not shown. An excerpt; the hit share may differ from the screen's.

SMILES	TRAIL sens C8	NOD2 RIPK2 PPI	COUP-TFII inh	NR5A2 inv ag	TLR9-MyD88 inh	TROY NFkB inh	EBV LMP1 NFkB	NCOA3 inh	SRC2 inh	SRC1 inh	Vif inh
COc1cc(CN2CCNC(=O)C2CC(=O)N2CCCCO2)cc(OC)c1 (stereo not drawn)	1	-4	-7	-2	9	15	1	20	-3	10	-3
Cc1cc(C)c2oc(C(=O)N(Cc3ccccc3)C3CCS(=O)(=O)C3)cc(=O)c2c1 (stereo not drawn)	1	6	1	-3	-14	-10	-1	17	1	14	3
Cc1cc(C)cc(N(CCC#N)C(=O)COC(=O)c2ccccc2SCC(=O)N2CCCC2)c1	-15	0	-30	-2	2	8	-4	-18	-15	-13	6
CS(=O)(=O)N1CCN(c2ccccc2NC(=O)c2ccc3ccccc3c2)CC1	1	-15	-4	13	4	-31	-18	-7	-21	-4	.
CCN1CCCC1CNC(=O)C1CCN(C(=O)c2cc3sccc3n2Cc2ccc(F)cc2)CC1 (stereo not drawn)	3	-10	7	-2	1	-21	-9	6	-22	-9	5
COc1ccccc1N(CC(=O)N/N=C(\C)c1ccc(F)cc1)S(=O)(=O)c1ccccc1	45	-3	-12	4	-11	2	0	-3	-4	1	-1
CCOC(=O)c1[nH]n(-c2ccc(Cl)cc2)c(=O)c1C	19	-8	12	-11	2	-8	2	10	-29	-14	-1
COc1ccc(-n2cnnc2SCC(=O)Nc2cc(C(C)(C)C)nn2-c2ccccc2)cc1	-9	-7	-6	12	1	8	16	-6	13	-11	2
CN(C(=O)COC(=O)c1nc(Cl)ccc1Cl)C1CCS(=O)(=O)C1 (stereo not drawn)	-28	-11	18	0	-6	-3	2	1	14	-17	15
CCOc1ccc(-c2nnn(CC(=O)Nc3cc(OC)ccc3OC)n2)cc1OCC	-20	-1	-11	-14	-6	17	-28	-10	-10	3	-5
CC(=O)NC1=NN(C(C)=O)C(c2ccco2)S1 (stereo not drawn)	6	0	-7	9	-9	5	3	13	-31	22	-1
O=c1[nH]n(-c2cccc3cccnc23)c(=O)c2ccccc12	-1	0	-12	4	-2	4	-8	-6	-4	6	5
CCCCNC(=S)N(Cc1c(C)noc1C)c1ccccc1	-12	-5	-6	-9	5	-11	0	3	-20	6	3
O=C(CNC(=O)c1cccs1)NC1=NCCS1	-2	3	-29	-7	-3	-20	-2	5	-17	-15	8
Cc1nn(C2CCS(=O)(=O)C2)c(Cl)c1/C=C/C(=O)OCC(N)=O (stereo not drawn)	8	15	-3	7	2	9	2	20	15	3	-1
CCc1[nH]c(=O)c(C#N)c2c1CSC(C)(C)C2	8	1	.	15	6	-2	-3	9	.	-24	?
Cc1nc2c(C(=O)NCc3ccc(F)cc3)c[nH]n2c(=O)c1Cl	-7	6	4	8	-6	-8	-1	15	-1	6	.
Cc1ccc(S(=O)(=O)N2CCN(C(=O)COC(=O)c3ccc(Cl)nc3)CC2)c(C)c1	-6	-9	-14	-13	3	-1	1	-36	-33	3	0
COc1ccc(C2C(C(C)=O)=C(Nc3ccccc3)CC(C)(O)C2C(C)=O)cc1OC (stereo not drawn)	-10	-4	3	-2	1	6	2	6	8	-22	1
COc1ccc(C)cc1NCc1ccc(OC)c(C)c1OC	6	-11	1	8	3	1	-20	11	-25	14	-4
COc1ccc(S(=O)(=O)NCc2cccnc2)cc1C(=O)NC1CCCCC1	-2	-5	3	0	-22	6	-2	-21	9	-4	-2
O=C(OCc1ccco1)c1ccc(S(=O)(=O)N2CCCCC2)cc1	5	1	-7	-11	-93	-4	5	-6	4	8	6
CCC(=O)N(Cc1cc(=O)[nH]c2ccccc12)c1ccc(C)cc1C	2	-10	13	12	6	-6	-4	9	11	-2	-15
Cc1cc(C(=O)N/N=C/c2sc(N3CCOCC3)nc2-c2ccccc2)c(C)o1	-7	-12	5	10	0	2	41*	-3	-12	0	7
Cc1cc(C)n(-c2ccc([N+](=O)[O-])cc2-c2nn[nH]n2)n1	-1	-1	11	-11	0	6	-9	-6	-12	-10	.
O=C(Nc1ccc(F)cc1)C1CCN(S(=O)(=O)c2ccc3[nH]c(=O)oc3c2)CC1	2	-6	-3	-3	-13	12	-9	-2	13	0	-3
COc1cccc(OCC(O)CN2CCN(CCO)CC2)c1 (stereo not drawn)	-2	1	6	-3	13	1	-6	-8	15	-15	?
Cc1ccc(Nc2ccc(C(N)=O)cc2[N+](=O)[O-])cc1	1	-11	7	-19	6	-2	-12	1	-12	-3	-5
CNC(=O)CSc1nnc(-c2ccco2)n1-c1cc(C)ccc1C	-10	1	4	16	2	-5	6	-4	-3	-22	4
CN(C)CCNc1nc(-c2ccccc2)nnc1C(F)(F)F	12	-9	-9	-4	-11	7	1	0	-8	-10	-6
COC(=O)c1ccc(C2NC(=O)c3c(sc(C)c3C)N2)cc1 (stereo not drawn)	-16	4	6	-7	-7	-14	-1	2	-15	-5	-3
O=S(=O)(NC1CCCC1)c1cccc(-c2nnc(-c3ccccc3)o2)c1	5	10	.	5	11	-8	-9	13	.	9	-3
COc1ccc(-c2nsc3c(N4CCCCC4)ncnc23)cc1	85*	-8	57*	40	-5	80*	31	43	33	54	-9
O=C(Cn1c(=O)oc2ccccc21)N1CCCCC1	-4	-11	-7	-4	6	-7	-11	17	-7	-16	2
Cc1cc(OCC(=O)NNC(=O)c2cccnc2)cc(C)c1Cl	3	-4	-1	-2	-2	-18	-2	9	-8	-50	3
O=C(NC1CCCCC1)c1cc(N2C(=O)CCC2=O)ccc1Cl	22	-8	17	-14	-4	-7	-1	-2	16	-10	-1
Cc1ccc(C(=O)N2CCCC(C(=O)Nc3cccc(-c4ccc(F)cc4)c3)C2)cn1 (stereo not drawn)	-16	-5	-24	-5	-6	8	13	0	10	16	-6
Cc1cccc(OCCC(=O)OCC(=O)N2c3ccccc3NC(=O)C2(C)C)c1	-7	3	6	-3	-1	15	-8	6	-35	-4	.
CC(=O)c1cc(Cl)ccc1OC(=O)c1ccco1	15	-1	-11	-18	4	1	3	11	0	-1	13
CSCC(=O)N1CCCC(N2CCN(c3cccc(C(F)(F)F)c3)CC2)C1 (stereo not drawn)	3	-8	21	-10	-5	6	-8	-6	7	1	-3

Complete entries, quoted from the list. Order of values: TRAIL sens C8 | NOD2 RIPK2 PPI | COUP-TFII inh | NR5A2 inv ag | TLR9-MyD88 inh | TROY NFkB inh | EBV LMP1 NFkB | NCOA3 inh | SRC2 inh | SRC1 inh | Vif inh
Listed for `Cc1ccc(Nc2ccc(C(N)=O)cc2[N+](=O)[O-])cc1` → 1 | -11 | 7 | -19 | 6 | -2 | -12 | 1 | -12 | -3 | -5
Listed for `CN(C)CCNc1nc(-c2ccccc2)nnc1C(F)(F)F` → 12 | -9 | -9 | -4 | -11 | 7 | 1 | 0 | -8 | -10 | -6

Going on with the list:
SMILES	TRAIL sens C8	NOD2 RIPK2 PPI	COUP-TFII inh	NR5A2 inv ag	TLR9-MyD88 inh	TROY NFkB inh	EBV LMP1 NFkB	NCOA3 inh	SRC2 inh	SRC1 inh	Vif inh
O=c1cc(CN2CCCC2)c2c(ccc3ccccc32)o1	4	2	12	21	.	-6	.	14	-13	0	.
CCN(CC(=O)N1CCCCC1)S(=O)(=O)c1ccccc1	-4	2	-7	6	-7	8	-3	20	8	17	.
COc1ccc2cc(S(=O)(=O)N3CCCC(C)C3)ccc2c1 (stereo not drawn)	-4	-5	-6	14	4	0	5	6	-12	7	-24
COc1ccc(OCC(O)CNS(=O)(=O)c2cccs2)cc1 (stereo not drawn)	11	-1	7	21	3	6	1	-5	1	-13	.
COc1cc(OC)cc(C(=O)NC(=S)N(Cc2ccccc2)C(C)C)c1	9	-10	5	0	-3	-15	6	1	19	-4	-8
CC1CCCCN1c1nnc(NC(=O)c2cc(-c3ccc(Br)cc3)on2)s1 (stereo not drawn)	26	-24	-7	-1	-2	12	2	16	16	0	.
Cc1nc(NCc2ccco2)c2cn[nH]c2n1	-9	-8	3	-1	-3	18	-6	-9	1	-6	-5
O=C(CNCc1ccco1)Nc1cc(S(=O)(=O)N2CCOCC2)ccc1N1CCOCC1	-19	-2	-4	13	6	3	3	14	11	-8	-2
COc1ccc(S(=O)(=O)N(CC(=O)N2CCCC2)Cc2ccccc2)cc1	-7	9	10	-8	0	4	1	-15	5	1	4
CCOC(=O)C1CCN(C(=O)CN(c2cc(Cl)ccc2OC)S(=O)(=O)c2ccccc2)CC1	-2	-10	4	13	7	11	-8	6	13	5	-6
C=C(C)C(=O)N1CC2(CC(c3cccc(NC(=O)CC)c3)=NO2)C[C@H]1C(N)=O (stereo partly drawn)	13	6	.	11	-2	17	-6	12	.	-10	10
CCOC(=O)CNC(=O)N1CCCC(C(=O)c2cc(C)c(OC)c(C)c2)C1 (stereo not drawn)	-4	5	-8	0	9	-8	0	8	13	18	-1
CCC(=O)N1N=C(c2cccs2)CC1c1ccc(C)cc1 (stereo not drawn)	-16	3	9	-17	-3	-13	4	9	36	-4	-2
COc1ccc2oc(=O)c(-c3ccccc3C(=O)N3CCOCC3)cc2c1	-2	-3	6	-12	8	-14	0	-15	5	0	2
COc1cc2c(cc1OC)CN(CC(=O)Nc1ccc(C)cc1)CC2	24	2	2	-20	2	10	-1	11	-11	-7	-1
O=C(NCCc1c[nH]c2ccccc12)/C(=C/c1cccnc1)NC(=O)c1ccccc1	2	-13	17	5	-3	3	-2	3	-21	8	3
CC(C)[C@H](NC(=O)OC(C)(C)C)c1cc(C(=O)NCCO)c(N)s1	-9	-3	-8	2	.	.	.	.	-3	.	.
COC(=O)N/N=C\c1ccc(-c2cc(Cl)c(Cl)cc2Cl)o1	-15	-9	-7	-23	-9	-14	3	-1	9	0	-11
O=C(O)C1C2C=CC(C2)C1C(=O)Nc1ccc(Cl)c(Cl)c1 (stereo not drawn)	1	1	-9	-1	-8	-12	-2	1	-17	11	-2
COC(=O)[C@H]1C[C@@H]1[C@H](NS(=O)(=O)c1ccccc1)c1ccccc1	10	3	1	-16	-5	1	-13	-16	-15	1	-3
Cn1nc(N2CCN(S(=O)(=O)c3ccccc3)CC2)c(=O)n(C)c1=O	7	-6	14	1	2	2	-2	-9	9	5	3
Cc1c(CCC(=O)NCC(=O)O)c(=O)oc2cc3occ(-c4ccccc4)c3cc12	-11	-7	17	-3	0	13	-6	17	1	8	9
Cc1cc(C)nc(N(C#N)Cc2cccc3ccccc23)n1	0	2	-50	-18	8	5	2	2	-12	9	-10
CC(=O)Nc1ccc(N/C(=N\S(=O)(=O)c2ccccc2)c2ccccc2)cc1	13	-8	-16	-4	-2	13	3	15	3	-3	-4
CCN1CCc2c(sc(NC(=O)c3ccc(S(=O)(=O)N4CCCCCC4)cc3)c2C(=O)NC)C1	14	-5	-5	-5	-11	-10	-2	-2	-27	-1	24
